KCNQ2 inh: KCNQ2 potassium channel inhibitors, primary screen, cell-based, CHO-K1, FluxOR thallium flux, B-score (AID 2156); hit rate 1.1% among 310,000; Potassium voltage-gated channel subfamily KQT member 2 (Rattus norvegicus), O88943; B-score at 10 µM; 20 min; stronger effect = lower value;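 active = fluorescence ratio B-score at most minus 3 library SDs, with starting brightness B-score within 2 library SDs, cut at about -5.5 in these data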
Target sequence (O88943 whole entry, looked up): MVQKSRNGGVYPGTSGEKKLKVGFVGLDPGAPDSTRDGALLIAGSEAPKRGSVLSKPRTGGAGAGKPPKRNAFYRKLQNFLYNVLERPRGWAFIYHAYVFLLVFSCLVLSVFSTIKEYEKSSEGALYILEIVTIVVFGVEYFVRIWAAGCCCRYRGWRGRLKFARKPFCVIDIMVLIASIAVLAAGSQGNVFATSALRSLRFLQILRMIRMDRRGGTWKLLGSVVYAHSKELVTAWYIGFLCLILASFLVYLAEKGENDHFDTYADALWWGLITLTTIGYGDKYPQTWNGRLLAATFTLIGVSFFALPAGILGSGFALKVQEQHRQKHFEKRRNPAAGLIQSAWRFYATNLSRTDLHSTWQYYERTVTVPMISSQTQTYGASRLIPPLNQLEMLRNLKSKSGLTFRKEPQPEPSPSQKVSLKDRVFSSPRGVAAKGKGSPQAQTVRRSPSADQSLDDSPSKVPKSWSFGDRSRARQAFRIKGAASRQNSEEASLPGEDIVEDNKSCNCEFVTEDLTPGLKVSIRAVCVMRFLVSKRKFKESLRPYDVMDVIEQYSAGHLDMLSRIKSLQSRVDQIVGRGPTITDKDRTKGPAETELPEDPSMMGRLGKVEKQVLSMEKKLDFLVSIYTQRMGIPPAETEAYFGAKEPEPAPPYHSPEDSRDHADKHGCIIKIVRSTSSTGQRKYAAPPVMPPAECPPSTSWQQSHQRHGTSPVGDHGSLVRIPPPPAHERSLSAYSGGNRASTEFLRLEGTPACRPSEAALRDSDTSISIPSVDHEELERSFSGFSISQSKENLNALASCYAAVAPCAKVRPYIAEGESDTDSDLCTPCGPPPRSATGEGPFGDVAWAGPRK
OX1R antag: antagonists of human orexin 1 receptor (OX1R); AID 485270, 2010; Orexin/Hypocretin receptor type 1 (Homo sapiens), O43613; inhibition, % at 6.6 µM; hit rate 1.8% among 330,000; OX1R-expressing cells, FRET antagonist read-out; in the data active = inhibition mostly above about 38%, no sharp cut-off; inactive = mostly below about 40%;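 note: 0% = agonist challenge alone and 100% = reference antagonist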
STK33 inh: inhibitors of purified STK33 kinase, primary screen, biochemical, ADP-Glo luminescence, homogeneous, cell-free; AID 2661, 2010; Serine/threonine-protein kinase 33 (Homo sapiens), Q9BYT3; hit rate 0.073% among 320,000; MBP phosphorylation; inhibition, % at 10 µM;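 active = inhibition at or above 25%, using the most active replicate where run in duplicate; inactive = inhibition below 25%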
* hit, by the source's call; i = inactive; · = not tested or not shown. Not a hit list; any-hit rate near 2.7%.

Start of the data: the first 2 compounds, to show the layout:
SMILES | KCNQ2 inh | OX1R antag | STK33 inh
CCC(c1nnnn1C1CCCCC1)N1CCN(C(=O)c2ccco2)CC1 (stereo not given) | i | 15 | -1.4
COc1ccc(/C=C(/C#N)C(=O)Nc2cc(C)ccc2C)cc1C(=O)O | i | 17 | -2.2

Results, from the start:
SMILES | KCNQ2 inh | OX1R antag | STK33 inh
CCC(c1nnnn1C1CCCCC1)N1CCN(C(=O)c2ccco2)CC1 (stereo not given) | i | 15 | -1.4
COc1ccc(/C=C(/C#N)C(=O)Nc2cc(C)ccc2C)cc1C(=O)O | i | 17 | -2.2
O=C1NC[C@H](c2ccccc2)OC(=O)[C@H](Cc2ccc(F)cc2)CC/C=C/C[C@H]1CC(=O)N(CCO)Cc1ccccc1 | · | 39 | 0.7
O=C(CCCCCNC(=O)N1CCn2c1nc1ccccc12)N[C@@H](Cc1ccccc1)C(=O)O | i | 26 | -0.8
CS(=O)(=O)N(CC(=O)N1CCOCC1)c1ccc(Cl)cc1 | i | 1 | -0.6
COc1cccc(NC(=O)CN(C)C(=O)c2ccc(N3CCCCC3)c([N+](=O)[O-])c2)c1 | · | 5 | 0.4
CC(=O)N(CC1CCCO1)C1(C(=O)NC2CCCC2)CCCCC1 (stereo not given) | i | 12 | -1.6
Cc1ccc(C(=O)CC2SC(N)=NC2=O)cc1 (stereo not given) | i | 19 | -0.4
COc1cc(NC(=O)CN(C)S(=O)(=O)c2ccc3c(c2)CC(C)N3C(C)=O)cc(OC)c1 (stereo not given) | i | 20 | ·
CC(=O)Nc1c(C(=O)N2CCOCC2)cnn1-c1ccc(C)c(C)c1 | i | 8 | -0.5
CCOc1cc(C(=O)Nc2cccc3ncccc23)cc(OCC)c1OCC | i | 9 | ·
CCC(=O)N(Cc1cc(=O)[nH]c2ccccc12)c1ccc(C)cc1C | i | 6 | -1.6

Only OX1R antag (seven entries from above):
| smiles | OX1R antag |
| --- | --- |
| CS(=O)(=O)N(CC(=O)N1CCOCC1)c1ccc(Cl)cc1 | 1 |
| COc1cccc(NC(=O)CN(C)C(=O)c2ccc(N3CCCCC3)c([N+](=O)[O-])c2)c1 | 5 |
| CC(=O)N(CC1CCCO1)C1(C(=O)NC2CCCC2)CCCCC1 (stereo not given) | 12 |
| Cc1ccc(C(=O)CC2SC(N)=NC2=O)cc1 (stereo not given) | 19 |
| COc1cc(NC(=O)CN(C)S(=O)(=O)c2ccc3c(c2)CC(C)N3C(C)=O)cc(OC)c1 (stereo not given) | 20 |
| CC(=O)Nc1c(C(=O)N2CCOCC2)cnn1-c1ccc(C)c(C)c1 | 8 |
| CCOc1cc(C(=O)Nc2cccc3ncccc23)cc(OCC)c1OCC | 9 |

(listing goes on)
SMILES | KCNQ2 inh | OX1R antag | STK33 inh
C=CCNC(=S)NNC(=O)CCC(O)COCCC(C)C (stereo not given) | i | -3 | 0.0
COc1ccc(N2CCN(CCNC(=O)CCS(=O)(=O)c3cccc4nsnc34)CC2)cc1 | i | 85* | -1.6
COC(=O)c1ccccc1OCCOc1ccccc1C(=O)OC | i | 33 | -2.2
COc1ccccc1Cn1c(=S)[nH]c2cc(C(=O)NCC(OC)OC)ccc2c1=O | i | · | 0.0
CSc1ccc(Cc2ccc(Cl)cc2Cl)nn1 | i | 5 | -0.6
CN(C(=O)c1ccccc1Br)C1CCS(=O)(=O)C1 (stereo not given) | i | 16 | -1.5
COc1ccc(NC(=O)c2cc3c(=O)n(C)c4ccccc4c3s2)cc1OC | i | 54* | ·
O=C1CCCN1CCC(=O)N1CCCC(N2CCN(c3ccccc3F)CC2)C1 (stereo not given) | i | 25 | 0.5
COc1ccc2nc(Nc3nc4ccc(NC(C)=O)cc4s3)sc2c1 | i | -17 | 0.0
CCC(=O)N1CCN(c2ccc(NC(=O)c3cc4ccccc4o3)cc2Cl)CC1 | i | 81* | 1.1
Cc1cccc(OC(=O)c2sc(Cl)nc2C)c1 | i | 24 | -0.9
NC(=O)c1cc(NC(=O)CCCc2nc3ccccc3s2)cc(C(N)=O)c1 | i | 10 | 0.4
CC(NC(=O)COC(=O)c1c[nH]c2ccccc12)c1ccccc1 (stereo not given) | · | 43* | -0.6
CCCCc1nc(Cl)c(C#N)c2c1CCCC2 | i | 9 | -2.1
COc1cccc2cc(-c3nnc(SCC(=O)Nc4ccc(NC(C)=O)cc4)n3C)oc12 | i | 6 | -2.1
O=C(NCCN1CCOCC1)c1cccn2c(=O)c3c4c(sc3nc12)CCCC4 | i | 11 | 2.3
CC(=O)NCCC(=O)Nc1cc(S(=O)(=O)N2CCCCC2)ccc1N1CCN(C)CC1 | i | 13 | -0.7
CC(C)c1nnc(NC(=O)CSc2nc3ccccc3[nH]2)s1 | i | 27 | -0.1
OC(c1ccc(Cl)cc1)c1nccc2ccccc12 (stereo not given) | i | 1 | 0.7
Cc1cc(C)c2cc(CN(CCO)C(=O)Nc3ccc(Cl)cc3)c(=O)[nH]c2c1 | i | 14 | -1.4
Cc1ccc(Cn2ncc3c(N4CCN(C)CC4)ncnc32)cc1 | i | 0 | -1.1
O=C(CSC1=NS(=O)(=O)c2ccccc2N1)Nc1ccccc1F | i | 26 | ·
COC1CCCCC1Nc1cc(C)cc(C)c1 (stereo not given) | i | -3 | 1.9
Cc1cc(C)n(CCNC(=O)CC2C(=O)NCCN2CC2CCCCC2)n1 (stereo not given) | i | 15 | -0.7
Cc1onc(-c2ccccc2Cl)c1C(=O)N1CCN(S(=O)(=O)c2ccc(F)c(F)c2)CC1 | i | 35 | -0.4
O=S(=O)(Cc1ccccc1)N1CCCC1 | i | 3 | -0.8
CCOC(=O)CSc1nnc(CNC(=O)c2cc(OC)c(OC)c(OC)c2)n1C | i | 7 | 0.2
Cc1ccc(C)c(Cn2c3ccccc3c3cnn(CC(=O)NCCN4CCOCC4)c(=O)c32)c1 | i | 11 | -0.9
CC1CC(=O)Nc2ccccc2N1S(=O)(=O)c1cccc(F)c1 (stereo not given) | i | -4 | 0.0
O=C(c1ccco1)N1CCN(c2ccc([N+](=O)[O-])cn2)CC1 | i | 26 | 1.2
Cc1ccc(C(=O)N/C(=C/c2cccs2)C(=O)N2CCCCCC2)cc1 | i | 21 | 11
O=C(NCc1ccccc1)c1ncn[nH]1 | i | 2 | 0.2
O=C(CN1CCOCC1)Nc1c2c(nc3c1CCC3)CCC2 | i | 17 | 2.1
COc1ccc(CNC(=O)CN(C(=O)c2csnn2)c2cccc(F)c2)cc1 | i | 6 | 0.2
C=CCOc1c(CNc2ccc(S(N)(=O)=O)cc2)cccc1OC | i | 21 | 0.1
CCn1c(SCC(=O)Nc2cc(NC(C)=O)ccc2OC)nnc1-c1ccccn1 | i | 12 | -0.8

Some of the entries so far, with values ahead of the structure.
KCNQ2 inh | OX1R antag | STK33 inh | molecule
i | 16 | -1.5 | CN(C(=O)c1ccccc1Br)C1CCS(=O)(=O)C1 (stereo not given)
i | 20 | · | COc1cc(NC(=O)CN(C)S(=O)(=O)c2ccc3c(c2)CC(C)N3C(C)=O)cc(OC)c1 (stereo not given)

Further compounds.
SMILES | KCNQ2 inh | OX1R antag | STK33 inh
COc1cc(/C=N/NC(=O)c2cccnc2)cc2c1OCO2 | i | 12 | -3.1
CCC(=O)c1ccc(OCC(=O)OCC(=O)N2c3ccccc3NC(=O)C2(C)C)cc1 | i | 26 | 0.0
Cc1ccc(C)c(NC(=S)N2CCN(c3ccccn3)CC2)c1 | i | 6 | -1.4
Cc1ccc(C(=O)COc2ncnc3cc(Cl)ccc23)cc1 | i | 8 | -0.7
NS(=O)(=O)c1ccc(CNC(=O)/C=C/c2cccc(Cl)c2)cc1 | i | 14 | -1.7
Cc1ccc(NC(=S)N2CCN(S(=O)(=O)c3ccc(F)cc3)CC2)cc1 | i | · | -1.1
Cc1ccc(C)c(S(=O)(=O)N2CCN(C(=O)c3sccc3C)CC2)c1 | i | 6 | -0.3
CC(=O)Oc1ccc(C2(C)CC(C)(C)Oc3cc(OC(C)=O)ccc32)c(OC(C)=O)c1 (stereo not given) | i | 7 | 0.1
CCOc1ccccc1N1CC(C(=O)NC2CCCCCC2)CC1=O (stereo not given) | · | 2 | -1.6
Cc1ccc(N(CCC(=O)O)S(=O)(=O)c2ccc(C)cc2)cc1 | i | 20 | -1.3
CCCS(=O)(=O)c1c(S(=O)(=O)CCC)c2c(C)cccn2c1C(=O)OC | i | 10 | -1.1
Cc1nc2ccccc2n1CC(=O)OCC(=O)NCc1ccccc1 | i | 6 | -1.2
N#C/C(=C1/CCCCCN1)c1nnc2n1CCCCC2 | i | -2 | -2.1
Cc1c(NC(=O)c2ccc(S(=O)(=O)N3CCOCC3)cc2)cccc1[N+](=O)[O-] | i | 8 | 1.5
COc1ccc(CN(C)C(C)C(=O)NC2CCCc3ccccc32)cc1 (stereo not given) | -6.8* | 34 | -0.3
COc1ccccc1OCc1ccc(C(=O)Nc2ccncc2)o1 | i | 15 | 2.2
CCC(=NCc1ccc(Cl)c(Cl)c1)c1nc(-c2ccco2)oc1O | i | 21 | -0.6
O=C1COc2ccc(C(=O)/C=C/c3ccccc3)cc2N1 | i | -6 | 0.5
CC(=O)N1CC(=O)N(CC(=O)Nc2ccc(Br)cc2)C1=S | i | 8 | 5.1
O=C(CC1CCCCC1)NCCS(=O)(=O)N1CCN(c2ccccc2)CC1 | i | -2 | -0.1
COC(=O)CCCC1=CC2=C(c3ccccc3)C(=O)C(C)(OC(=O)C3CCCC3)C(=O)C2=CN1CCc1c[nH]c2ccccc12 (stereo not given) | i | 25 | -2.1
C#CCOCCOCCOCCNc1nc(N2CCOCC2)nc(N2CCN(C(=O)[C@H](CCC(=O)O)n3cc(C(N)[C@H](C)CC)nn3)CC2)n1 (stereo not given in full) | i | 17 | 0.8
COc1cc(SC)ccc1C(=O)Nc1ccc(Cl)cn1 | i | 21 | -1.7
COc1cc(Cl)c(C)cc1NC(=O)CSC | i | 17 | 0.3
CC(NS(=O)(=O)c1ccc(Cl)cc1)C(=O)OCC(=O)c1ccc[nH]1 (stereo not given) | · | 5 | 1.7
CCOC(=O)C1(Cc2ccc(OC)cc2)CCN(C(=O)c2ccoc2C)CC1 | i | 11 | -2.0
CC(OC(=O)c1cc(=O)[nH]c2ccccc12)C(=O)c1ccccc1 (stereo not given) | i | 2 | -0.2
CN(C)S(=O)(=O)c1ccc(C(=O)Nc2cc(=O)n(C)c(=O)n2C)cc1 | i | 15 | 7.8
CCOc1ccc(S(=O)(=O)Nc2ccccc2C(=O)N2CCCC2)cc1 | i | 19 | -1.5
CCOC(=O)c1ccccc1NC(=O)Cn1cnc2c(cnn2-c2ccc(OC)cc2)c1=O | · | 22 | -0.9
COc1ccc(-c2oc3ccccc3c2C(=O)Oc2ccccc2)cc1 | i | 2 | 1.0
CCC(C)[C@H](NC(=O)Nc1cccc(OC)c1)C(=O)OC (stereo not given in full) | i | 9 | -0.1
COc1ccc(NC(=O)C2CCOC(C)(C)C2)cc1 (stereo not given) | i | 0 | -0.7
N#Cc1ccc(OCC(=O)OCC(=O)NC2CC2)cc1 | · | -2 | -0.9
C[C@H](CO)N1C[C@H](C)[C@@H](CN(C)C(=O)Nc2ccc3c(c2)OCO3)Oc2c(NC(=O)Nc3ccc(C(F)(F)F)cc3)cccc2C1=O | · | 16 | -0.5
COc1ccc(-c2c[n+](CC(=O)c3ccccc3)c3n2CCCCC3)cc1 | i | 9 | -1.5
Cc1ccc(C)c(Nc2c([N+](=O)[O-])cc(C(=O)N3CC(=O)Nc4ccccc43)cc2[N+](=O)[O-])c1 | i | 40 | -1.6
CN(C)S(=O)(=O)c1ccc(N2CCCC2)c(C(=O)OCC(=O)NC2CCCCC2)c1 | i | 16 | 0.9
N#Cc1nc(-c2ccccc2)oc1NCCCn1ccnc1 | i | 11 | -1.1
Cc1ccc(OCC(=O)NNC(=S)NC(=O)C2CC2)c(C)c1 | i | · | 0.3
CC(C)C12CN3CC(C(C)C)(CN(C1)C3c1ccc3c(c1)OCO3)C2=O (stereo not given) | i | 15 | -0.1
Cc1noc(C)c1C(=O)OCC(=O)Nc1cc(S(=O)(=O)N2CCOCC2)ccc1Cl | i | 13 | 0.1
CCN1CCc2c(sc(NC(=O)CN3C(=O)c4ccccc4C3=O)c2C(N)=O)C1 | i | 12 | 0.2
C/C(O)=C(\N=Nc1cc(C)ccc1O)C(N)=O | i | 23 | -1.5
CCOc1ccc(S(=O)(=O)N(CC(=O)NCC(F)(F)F)Cc2ccco2)cc1 | i | 16 | 7.5
COC(OC)c1ccc(C#N)c(=O)[nH]1 | i | 11 | -1.2
O=C(CSc1nc(C(F)(F)F)cc(=O)[nH]1)N1CCOCC1 | i | 7 | -1.4
C/C(CC(=O)Nc1ccc(Cl)cc1)=N\NC(=O)C(=O)NCCO | i | 7 | -0.9
COc1cc(OC)cc(C(=O)OCC(=O)c2cc(C)n(CC3CCCO3)c2C)c1 (stereo not given) | · | 9 | -0.4
COC(CNC(=O)c1ccc(-n2c(=S)[nH]c3ccccc3c2=O)cc1)OC | i | 12 | -2.9
CCC(C(=O)OCC(=O)Nc1ccccc1-c1ccccc1)c1ccccc1 (stereo not given) | i | 20 | -1.0
COc1ccc(C)cc1NC(=O)CO/N=C(\N)CC(=O)NC1CCCCC1 | · | 2 | -0.8
O=C(Nc1ccccc1N1CCN(c2ccccc2)CC1)c1cccc(F)c1 | i | 12 | -0.8
Cc1cc(C)n2cc(CSC3=NCCS3)nc2n1 | i | 19 | -1.4
CCC(=O)N1CCN(C(=O)CC)C1c1ccccc1 | i | 0 | -1.3
O=C(NCc1ccccc1)C1Nc2ccc(OC(F)(F)F)cc2C2C=CCC12 (stereo not given) | i | 13 | -0.1
Cc1ccc(NC(=O)Cn2nnc(C(=O)NCCc3ccccc3)c2N)cc1Cl | i | 7 | 2.1
